LEDGF integ inh: blocks HIV-1 LEDGF/p75-dependent DNA integration; inhibition, % at 3.7 µM; 370,000 tested, 0.64% active; TR-FRET IN-LEDGF/p75 DNA integration, Eu/Cy5;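 active means inhibition above the screen-wide mean plus 3 SD, cut at about 13% in these data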;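 further: signal is the Cy5 over europium emission ratio at 671 and 618 nm; 0% = plate median of compound wells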
TCR-CD3 inh: human TCR-CD3 binding inhibition; inhibition, % at 9.4 µM; AID 651800; 360,000 tested, 0.37% active; TAMRA-labeled TCR probe fluorescence, biochemical; in the data active means inhibition above about 19%;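 further: recombinant mutant TCR 2C K166C tagged with TAMRA read by polarization; 0% = receptor in buffer alone and 100% = receptor with positive control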
MBD2 DNA inh: MBD2-methylated oligo binding inhibition; Q9UBB5; TR-FRET, MBD2 binding to methylated oligonucleotide; inhibition, % at 4.4 µM; 370,000 tested, 0.31% active; in the data active means inhibition above about 13%
rCAG RNA binder: binds r(CAG) RNA repeats; r(CAG) RNA repeat, TO-PRO-1 dye displacement fluorescence; inhibition, % at 3 µM; 370,000 tested, 1.3% active;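 active means inhibition above the plate cutoff, the mean of all test compounds on that plate plus 3 SD, cut at about 35% in these data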;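 further: 0% = DMSO alone and 100% = 100 µM mitoxantrone as full dye displacement; higher means more dye released from RNA so lower well fluorescence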
PG9 Ab binder: small molecules binding HIV-1 gp120 antibody PG9; TR-FRET gp120-PG9 antibody binding; inhibition, % at 6.7 µM; 360,000 tested, 0.43% active; AID 624416; in the data active means inhibition above about 8.5%
UHRF1 binding: UHRF1 methyl-DNA binding inhibition. Q96T88. UHRF1 binding to methylated oligo, TR-FRET. inhibition, % at 4.4 µM. 370,000 tested, 0.75% active; in the data active means inhibition above about 21%;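 further: UHRF1 SRA domain binding a hemimethylated CpG hairpin DNA probe; 0% = median of test compound wells and 100% = reference inhibitor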
mABHD4 FP: inhibitors of mouse ABHD4; purified mABHD4, FP-Rh probe fluorescence polarization; inhibition, % at 8.92 µM; 370,000 tested, 0.54% active;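 active means inhibition exceeding the mean over every tested compound plus 3 SD, cut at about 30% in these data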;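 further: 0% = plate median of compound wells and 100% = S159A mutant with DMSO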
Target sequence (Q8VD66 whole entry, looked up): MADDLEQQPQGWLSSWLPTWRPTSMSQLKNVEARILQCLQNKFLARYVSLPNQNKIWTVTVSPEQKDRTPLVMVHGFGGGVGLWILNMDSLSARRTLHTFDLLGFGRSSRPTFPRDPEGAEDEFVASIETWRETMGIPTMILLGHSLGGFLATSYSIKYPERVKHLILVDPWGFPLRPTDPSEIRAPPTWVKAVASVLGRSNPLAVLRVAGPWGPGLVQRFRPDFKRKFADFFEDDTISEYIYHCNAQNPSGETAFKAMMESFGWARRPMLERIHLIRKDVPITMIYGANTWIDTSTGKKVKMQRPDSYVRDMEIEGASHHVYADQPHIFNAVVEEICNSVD
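System: mouse ABHD4 enzyme, wild type / Medium: HEPES pH 7.0, NaCl, Pluronic buffer / Reagent: FP-Rh activity-based fluorescent probe / Control set: S159A mutant high control, sample median low control / Detection: fluorescence polarization with parallel and perpendicular emission, 525/598 nm / Schedule: 45 min + 60 min at 25 °C / Compound dosing: 8.92 µM, single dose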
PRMT1 FP inh: inhibitors of human PRMT1 | recombinant PRMT1, activity-based probe fluorescence polarization | 370,000 tested, 1.3% active | inhibition, % at 2.79 µM | AID 652257 | Q99873;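 active means inhibition above about 21% made by adding two undisclosed values, limit read from the data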
Target sequence (Q99873 whole entry, looked up): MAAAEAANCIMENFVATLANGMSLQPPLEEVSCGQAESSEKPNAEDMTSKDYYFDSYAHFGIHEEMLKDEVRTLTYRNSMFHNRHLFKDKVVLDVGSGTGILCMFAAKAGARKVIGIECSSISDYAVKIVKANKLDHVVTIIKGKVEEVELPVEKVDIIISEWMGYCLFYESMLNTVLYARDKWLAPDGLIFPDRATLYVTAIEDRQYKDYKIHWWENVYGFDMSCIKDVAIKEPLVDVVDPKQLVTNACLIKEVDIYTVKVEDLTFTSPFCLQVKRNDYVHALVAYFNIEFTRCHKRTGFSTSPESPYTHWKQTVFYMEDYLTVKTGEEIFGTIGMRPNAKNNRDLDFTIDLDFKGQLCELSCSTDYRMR
HTRA1 inh: blocks human HTRA1 serine peptidase; 340,000 tested, 0.5% active; inhibition, % at 5.96 µM; recombinant HTRA1, FP-rhodamine activity-based probe, fluorescence polarization; in the data active means inhibition above about 36%;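 further: 0% = enzyme with DMSO and 100% = wells lacking enzyme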
Rev-erbA mod: modulates human Rev-erb alpha binding to DNA | P20393 | Rev-erbα–FITC-DNA binding, fluorescence polarization, 90 min | activity, % at 10 µM | 370,000 tested, 0.79% active | AID 1259318;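 active means activity above about 14%, limit read from the data; passing the limit was not always enough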;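 further: 0% = DMSO wells with 35 nM protein and 100% = DMSO wells with 750 nM protein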
The depositor's hits bear a star; . = not tested or not shown. The list is partial; rates above refer to the full screens.

mol	LEDGF integ inh	TCR-CD3 inh	MBD2 DNA inh	rCAG RNA binder	PG9 Ab binder	UHRF1 binding	mABHD4 FP	PRMT1 FP inh	HTRA1 inh	Rev-erbA mod
NS(=O)(=O)c1cccc(NC(=O)CNC(=O)CC23CC4CC(CC(C4)C2)C3)c1	0	2	3	4	-0.8	-1	-4	-2	-7	1
Cc1cccnc1NC(=O)c1sc2ccccc2c1Cl	6	5	0	-1	-1.4	-5	-4	-3	1	-1
CC(=O)N(C)c1ccc(N=Nc2c(C)[nH]n(-c3ccccc3)c2=O)cc1	3	2	-8	1	-2.9	-1	2	-1	2	0
Cc1cccc(C)c1NC(=O)N1CC(C)OC(C)C1 (stereo unspecified)	-6	-5	7	4	-0.2	1	-9	1	-1	4
CCOc1ccc(NC(=O)CSc2nncn2C)cc1	3	1	4	-3	0.4	-1	2	4	5	3
C[C@H]1CN([C@@H](C)CO)S(=O)(=O)c2ccc(C#Cc3cccnc3)cc2O[C@@H]1CN(C)C(=O)Nc1ccc2c(c1)OCO2	4	-3	7	7	-1.2	22*	3	-1	-5	1
C=CC(=O)N1C/C(=C/c2ccc(F)cc2)C(=O)/C(=C\c2ccc(F)cc2)C1	14*	4	15*	2	0.1	40*	-12	12	-15	-3
Cn1c(=O)cc(-c2ccccc2)c2ccccc21	-3	2	-7	-2	0.3	0	-4	1	-4	3
O=C(NCc1ccccc1Cl)c1cccc(OC2CCN(C(=O)C3CC3)CC2)c1	-5	-2	1	-6	0.1	1	0	1	-7	6
COc1cc(C(=O)Nc2ccc(S(=O)(=O)N3CCc4ccccc43)cc2)cc(OC)c1OC	-2	4	0	13	-3.9	5	-104	0	-82	4
COc1ccc(CCN(C)C(=O)c2ccc3c(=O)n4c(nc3c2)CCCCC4)cc1OC	0	1	3	-1	1.2	7	10	-2	3	-3
O=C(c1cc(-c2ccncc2)nc2ccccc12)N1CCCC(C(F)(F)F)C1 (stereo unspecified)	6	6	-5	3	-0.1	0	2	-3	11	0
Cc1ccc(Cl)cc1N1CCN(Cc2nc3ccsc3c(=O)[nH]2)CC1	-1	8	3	-5	0.4	-2	-5	3	-10	1
O=C(COC(=O)c1ccccc1O)Nc1cc(S(=O)(=O)N2CCCCCC2)ccc1Cl	1	-1	6	-1	-2.3	4	-3	-2	1	0
CCOc1ccc(N(CC(=O)N2CCN(c3ccc(F)cc3)CC2)S(=O)(=O)c2c(C)noc2C)cc1	2	-7	7	4	2.4	2	-11	5	-2	-3
CN(C)CCNC(=O)c1ccc(COCC(F)(F)F)cc1	1	0	-2	2	-1.0	0	6	1	-7	0
COc1ccc(/C=C\C(=O)c2c(O)ccc3c(C)cc(=O)oc23)cc1	2	3	-3	20	-1.5	-1	-6	-1	2	-3
CC(=O)c1cc(Cl)ccc1OCC(=O)Nc1cccc(S(=O)(=O)N2CCCC2)c1	4	-2	1	8	-1.6	3	-13	-3	-33	6
CC(C)COC(=O)Cn1cnc2ccc(Br)cc2c1=O	0	5	-3	-5	1.1	-3	9	-1	-6	1
COC(=O)NNC(=O)COc1ccccc1C	-3	4	-2	3	-2.4	1	-2	4	5	-9
C[C@H]1CN([C@@H](C)CO)S(=O)(=O)c2ccc(-c3ccccc3)cc2O[C@H]1CN(C)C(=O)C1CCC1	-4	3	1	1	-0.3	0	0	0	-8	2
Cc1cccc(N2CCN(C(=O)c3ccc(NC4=NC5CS(=O)(=O)CC5S4)cc3)CC2C)c1 (stereo unspecified)	2	-1	-4	4	0.8	1	4	-2	-1	-1
O=C(COC(=O)c1c2c(nc3ccccc13)CCN(Cc1ccccc1)C2)Nc1c(F)cccc1F	1	1	-2	-1	-3.4	0	-9	2	-11	2
CCCN1C(=O)c2ccc(C(=O)NC3CCCCC3)cc2C1=O	0	-1	6	0	1.5	1	-7	3	6	-1
CC1(C)NC(=O)N(CC(=O)OCC(=O)c2ccc(Br)s2)C1=O	0	-4	1	9	1.7	2	8	-4	-3	-4

Individual results from the results shown.
UHRF1 binding with Cc1cccc(N2CCN(C(=O)c3ccc(NC4=NC5CS(=O)(=O)CC5S4)cc3)CC2C)c1 (stereo unspecified) → 1
mABHD4 FP with Cc1ccc(Cl)cc1N1CCN(Cc2nc3ccsc3c(=O)[nH]2)CC1 → -5

Further structures follow.
mol	LEDGF integ inh	TCR-CD3 inh	MBD2 DNA inh	rCAG RNA binder	PG9 Ab binder	UHRF1 binding	mABHD4 FP	PRMT1 FP inh	HTRA1 inh	Rev-erbA mod
CC(C)OCCCNC(=O)c1ccccc1Oc1ccccc1	5	3	3	-9	0.8	-6	4	0	3	1
O=S(=O)(/C=C/c1ccccc1)N1CCN(c2nc(-c3cccnc3)nc3ccccc23)CC1	1	4	1	8	-2.3	-4	-8	-2	.	9
CCCCOC(=O)c1cccc(NC(=O)CCC(=O)O)c1	4	3	1	2	-0.4	-1	3	0	3	-2
CCOC(=O)[C@H]1[C@H]2COc3ccc(Br)cc3[C@@H]2N2C(=O)CN(Cc3ccc(OC)cc3)C(=O)[C@@]12C	1	1	-1	-4	-1.7	-3	-4	-3	-14	1
NC(=O)c1ccccc1N/C=C/C(=O)c1ccc(F)cc1	0	6	-4	-3	1.4	-2	-6	-3	-5	-3
CN1C(=O)C(C)(C)c2cc(S(=O)(=O)N3CCCC(C(=O)NCc4ccc(Cl)cc4)C3)ccc21 (stereo unspecified)	-1	3	3	2	0.1	-1	-3	5	-6	9
COc1ccc([C@@H]2C[C@@H](c3ccccc3)Oc3cc(OC)cc(OC)c32)cc1	8	0	-2	6	0.6	2	-16	2	-18	-3
COc1cc(C(=O)OCC(=O)Nc2nnc(-c3ccccc3)o2)cc(OC)c1OC	3	2	-5	10	0.0	-3	1	-3	8	-7
O=C(CN1CCCC1c1cccs1)N1CCN(S(=O)(=O)c2cccc(F)c2)CC1 (stereo unspecified)	1	-10	0	5	-0.1	2	-7	-2	-6	-2
Cc1ccc(-n2cc(CNCCCN3CCCC3=O)c(-c3ccc(F)cc3)n2)cc1	1	-5	1	-3	2.0	6	0	-1	-7	2
O=[N+]([O-])c1ccc(NCc2ccc(Cl)cc2)nc1	-3	-5	0	-3	-0.1	2	0	7	-8	1
O=C(CSc1nnc(-c2cccnc2)n1CCc1ccccc1)NCc1ccccc1	1	7	-3	1	-1.2	-2	2	-2	1	-7
O=C(CCS(=O)(=O)c1ccc(F)cc1)Nc1ccc(N2CCN(Cc3ccccc3)CC2)cc1	2	-6	-3	0	-2.9	0	-1	-6	-1	-4
Cc1ccc(-n2ncc(C#N)c2/N=C/N2CCN(C)CC2)cc1	1	8	5	-3	0.0	7	0	-1	3	-2
COc1ccc(Cn2c(-c3ccc(C)cc3)c[n+]3ccccc23)cc1	2	4	-7	4	0.1	-1	-1	-3	-6	11
CC(C)COc1ccc(CNC(=S)NCc2ccccc2)cc1	-2	-4	1	-5	-2.3	-2	-23	1	-47	-2
O=C(O)C1Sc2[nH]c(=O)sc2C2c3ccc(O)cc3OC(=O)C12 (stereo unspecified)	2	10	-5	-2	-3.8	-5	23	15	5	8
COc1ccc(CNC(=O)CSc2cc(=O)n(C)c3ccccc23)cc1	-1	-6	4	-1	-1.9	-1	1	1	0	12
CC(/C=N/N1CCN(c2ccc(C)cc2)CC1)=C\c1ccccc1	-1	0	-1	-1	0.5	1	2	-1	-4	-5
CC(C)CCNC(=O)C(c1ccco1)N(Cc1ccccc1)C(=O)c1snc(C(N)=O)c1N (stereo unspecified)	1	5	1	1	1.0	0	-1	1	-10	2
COc1ccc2[nH]c3c(c2c1)CCN1C(=O)C(CC(=O)NCCCN(C)C)C[C@H](C(=O)N2CCCCC2)[C@@]31C (stereo partly specified)	-8	5	-1	1	-2.2	-1	2	2	4	2
CCCCNC(=O)C1(C)CCN1Cc1ccc(C(=O)OCC)cc1 (stereo unspecified)	0	7	-1	-3	-1.3	1	-4	0	.	-2
CC1=CCC[C@@H]2[C@]3(CC/C(=C/CO)CO)CO[C@@]2(C1)[C@@H](O)C[C@H]3C	-1	-3	6	-3	-3.4	5	-6	3	.	8
Cc1cc(C)n2nc(C(=O)OCCOc3ccc(Br)cc3)nc2n1	0	-6	2	-6	1.7	-2	2	4	-7	1
COCCN(C(=O)COC(=O)CCOc1ccccc1C)c1c(N)n(Cc2ccccc2)c(=O)[nH]c1=O	0	-3	4	3	1.4	-4	2	-1	-5	-1
O=C(Nc1ncc2c(n1)-c1ccccc1CC2)c1ccc(Cl)cc1	2	7	5	-4	-0.1	0	-7	-1	-19	-3
C[C@H](CO)N1C[C@H](C)[C@@H](CN(C)S(=O)(=O)c2ccc(F)cc2)Oc2ccc(NC(=O)Nc3ccc4c(c3)OCO4)cc2C1=O	0	-1	2	9	-0.7	-1	6	4	6	2
CCn1c(C)nc2cc(C(=O)NNC(=S)Nc3ccc(Cl)cc3)ccc21	4	-1	-8	20	-0.9	-2	7	0	-3	-4
CCCN(CCC)CC(O)Cn1cc(/C=C/C(=O)c2cccs2)c2ccccc21 (stereo unspecified)	-1	1	-9	-16	-4.9	-30	7	-8	-16	10
COc1ccc(/C=N/NC(=O)c2cccnc2)cc1CN1CCOCC1	-1	-3	-2	-2	-2.3	0	6	2	10	3
Cc1ccc(NC(=O)c2c3c(nc4ccccc24)CCC3)cc1S(=O)(=O)N(C)C	-1	7	1	23	-0.2	1	-1	2	1	3
Cc1sc2ccccc2c1CNC[C@H]1O[C@@H](n2cnc3c(N)ncnc32)[C@H](O)[C@@H]1O	1	2	3	1	1.4	0	0	3	11	-1
CCCCN(C(=O)CCNC(=O)NC12CC3CC(CC(C3)C1)C2)c1c(N)n(CCC)c(=O)[nH]c1=O	-1	-3	8	-5	-0.1	4	-8	0	-3	-1
CCc1cc2c(NCc3ccco3)ncnc2s1	2	5	5	-2	-1.0	1	0	-1	-1	-3
COc1cc(OC)cc(C(=O)OCC(=O)Nc2cccc(C(C)=O)c2)c1	-6	-4	4	-1	-1.8	5	-2	0	-9	4
CC1(C(=O)NC2CCCCCCC2)CCC(=O)N1Cc1cccs1 (stereo unspecified)	-5	5	-6	-4	0.3	-3	-5	-1	1	0
CC(C)N(C(=S)Nc1cccc(S(=O)(=O)N(C)C)c1)c1ccccc1	-3	-5	-3	3	0.1	5	7	5	6	-3
COc1ccc(S(=O)(=O)N2CCCc3nc(C)c(C)cc32)cc1	1	-1	2	1	-0.1	-1	2	-6	.	11
Cc1ccc2nc(SCC(=O)Nc3nonc3C)[nH]c2c1	-2	8	-2	0	-1.2	0	-3	-5	-3	1
Cc1c(C(=O)O)sc2nc(/C=C/c3cccc(F)c3)[nH]c(=O)c12	4	0	-5	12	-3.5	-2	-17	-2	-15	-8
CC(=O)Nc1ccc(NC(=S)NC(=O)c2oc3ccccc3c2C)cc1	-9	-2	4	3	-1.3	7	-7	4	-1	-3
O=C(NCc1ccccc1)c1ccc2nnsc2c1	1	-2	2	-2	1.1	-2	-3	-3	-5	0
COc1ccc(CC(=O)N2CCCc3ccccc32)cc1OC	2	3	-6	-3	1.6	-2	0	-2	6	4

Compound activity as filed in PubChem BioAssay.
